Screening data deposited in PubChem BioAssay by National Center for Advancing Translational Sciences (NCATS).
TDP1 cell CPT = qHTS for Inhibitors of human tyrosyl-DNA phosphodiesterase 1 (TDP1): qHTS in cells in presence of CPT. chicken DT40 Tdp1-/-;hTDP1 cells + 20 nM CPT, ATP luminescence, 48 h. 420,000 compounds, 12% hits. Potency, µM (series often up to 46.2 µM), for inactives: at the highest dose activity change, negative = growth inhibition, most hits filed as inhibitors; active means well fitted inhibition curve with a large enough effect; inconclusive means small, poorly fitted or top-dose-only effect; further: nearly all actives have a fitted effect of over 55% in size
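Chicken DT40 Tdp1-/- cells stably complemented with human TDP1 were seeded at 400 cells/well in medium containing 20 nM camptothecin, exposed to pin-transferred compounds, and grown at 37 °C for at least 48 hr. Viability was read as ATP luminescence.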
* = called active by the depositor; ? = inconclusive; [ ] = remark or other dose. On the % scale 0 is the no-effect control and ±100 the full control effect; potency means the concentration at half of the fitted maximal effect. An excerpt; the hit share may differ from the screen's.

SMILES	TDP1 cell CPT
CCCCCCN1C[C@H](O)[C@@H](n2cc(C3CC3)nn2)C[C@@H]1c1ccc(Cl)cc1	?
COc1cc(CNC(=O)Nc2nc(C(N)Cc3ccc(Cl)cc3)cs2)cc(OC)c1OC (stereo not given)	?
Cc1nc2c(OCc3ccc(C(F)(F)F)cc3)cccn2c1N(C)CC1CC1	?
COc1cc(Cl)ccc1OC1(C)CCN(Cc2cccn2-c2nccs2)C1 (stereo not given)	11.6µM*
COc1ccc(NC(=O)[C@H](C)NS(=O)(=O)c2ccc(NC(C)=O)cc2)cc1Cl	12.3%
O=C(c1ccoc1)N1CCN(c2cc(-c3cccc(F)c3)nc3cc(-c4cccc(Cl)c4)nn23)CC1	7.31µM*
COC(=O)N1C2CCCCC2=NN(c2ccccc2)N1C(=O)OC (stereo not given)	-12.2%
CCC(=O)Nc1ccc2c(c1)OC[C@@H](C)N(Cc1ccccc1F)C[C@@H](C)[C@@H](OC)CN(C)C2=O	-29.4%
Cc1nc2ccccc2nc1CN1CCOc2ccc(CN3CCc4sccc4C3)cc2C1	8.8%
COc1ccc(OC)c(NC(=O)Nc2nc(CN(C)C)cs2)c1	-25.5%
CC(=O)Oc1ccc(Cn2c(C)c(C(=O)NCCC#N)sc2=O)cc1	?
CCC(c1nc2ccccc2[nH]1)N(C(=O)C1=NNC(=O)CC1)c1ccccc1 (stereo not given)	20.8%
C[C@H]1CCCCO[C@H](CN(C)CC2CCCCC2)[C@@H](C)CN([C@@H](C)CO)C(=O)c2cc(NS(=O)(=O)c3ccccc3)ccc2O1	?
COCCNC(=O)C1(C)CCN(C(=O)c2cc(C)n(C(C)(C)C)n2)C1 (stereo not given)	-0.1%
CO/N=C(\C(=O)N[C@@H]1C(=O)N2C(C(=O)O)=C(CSc3nc(C)c(CC(=O)O)s3)CS[C@H]12)c1csc(N)n1	4.8%
COCCNC(=O)C1(C)Cc2c(-c3ccc4c(c3)OCO4)ccnc2O1 (stereo not given)	11.6µM*
CCCCCC(=O)N1C[C@@H](n2cc(-c3ccc(F)cc3)nn2)[C@H](O)C[C@@H]1c1ccc(C)cc1	13µM*
Cc1ccc(CC2(C)C(=O)Nc3c(Cl)cccc32)cc1 (stereo not given)	?
CCC(=O)N1CCCC(C)(C(=O)Nc2nccc3cccnc23)C1 (stereo not given)	-22.0%
CCN1C(=O)[C@H]2[C@@H](c3ccc(OC)cc3)N[C@]3(CCCN(Cc4ccc(C)cc4)C3=O)[C@H]2C1=O	-11.0%
COc1ccccc1C(=O)NCCC(=O)NCCOc1ccc(C)cc1	-16.3%
Cc1noc(C)c1NC(=O)N1C[C@H](O)COC[C@H]2O[C@@H](CC(=O)NCC3CCCCC3)CC[C@@H]21	12.6%
CCOC(=O)N(C)c1c(CC)nc2c(OCc3ccc(Cl)cc3)cccn12	20.6µM*
O=C(Cc1ccccc1F)Nc1cccc(S(=O)(=O)N2CCCCC2)c1	?
OCCN1CCN(c2cc(-c3ccc4ccccc4c3)nc3ccnn23)CC1	18.4µM*
Next records follow.
SMILES	TDP1 cell CPT
CC1=C(C(=O)N(C)C)CC(CC(=O)NCCCN(C)C)C(=O)N1Cc1ccccc1 (stereo not given)	-2.2%
CC(C)C#Cc1cnc2c(c1)C(=O)N([C@H](C)CO)C[C@@H](C)[C@H](CN(C)C(=O)Nc1ccccc1F)O2	?
CCCCCNC(=O)C(c1cccc2ccccc12)n1c(=O)c(-c2cc3ccccc3[nH]2)nc2ccccc21 (stereo not given)	?
CC(=O)Nc1ccc(-c2ccnc3c2CC(C)(C(=O)NCc2ccc(N4CCN(C)CC4)cc2)O3)cc1 (stereo not given)	-20.5%
CCCCn1nc(C(=O)N(C)Cc2nc3ccccc3c(=O)[nH]2)c2ccccc2c1=O	-4.8%
Nc1cc(N)nc(SCc2ccccc2Cl)n1	-23.2%
CC(=O)OC[C@@H]1CN(Cc2ccccc2)C[C@H](n2cnc3c(NC(C)C)ncnc32)O1	-8.6%
CCc1nc2ccc(C(=O)NCCCN3CCCC3=O)cn2c1N(CCC(C)C)CCN(C)C	-21.6%
O=c1ccc(-c2nc3ccccc3n2C(CCc2ccccc2)c2nc3ccccc3[nH]2)c[nH]1 (stereo not given)	?
CN(N=Cc1ccccc1)C(=S)Nc1ccccc1	-76.3%
C[C@H]1CN([C@@H](C)CO)C(=O)c2cc(Br)cnc2O[C@H]1CN(C)S(=O)(=O)c1ccccc1F	2.8%
CC1=C(C(=O)N(C(C)C)C(C)C)CC(CC(=O)NC2CCCC2)C(=O)N1CCCN1CCCC1=O (stereo not given)	-0.8%
COC(=O)[C@@]12C[C@@H](CC(=O)NCc3cccs3)C(=O)N(Cc3ccco3)C1=CCC(C)(C)C2	?
Cc1ccc(-c2ccc(C(=O)N3CCc4nnc(CNC(=O)c5ccccc5)n4CC3)cc2)cc1	?
CC1COC(=C2C(=O)OCC2C)C1 (stereo not given)	3.0%
O=C(O)c1ccc(CSc2nc3c(c(=O)[nH]2)CCC3)cc1	-15.8%
COc1ccc(-n2nnnc2C(c2cccc(OC)c2OC)N2CCN(C/C=C/c3ccccc3)CC2)cc1 (stereo not given)	23.1µM*
Cc1ccc(CN2CCOc3ccc(CN4CCC(O)(c5cccnc5)CC4)cc3C2)cc1	?
CCOC(=O)[C@]12CCC=C1N(Cc1ccco1)C(=O)[C@H](CC(=O)N1CCOCC1)C2	2.2%
CC1(C)CC2(OC2c2ccccc2)C(=O)c2ccccc21 (stereo not given)	-3.3%
Cc1ccc(CN2CCC2(C)C(=O)NC(C)C)cc1 (stereo not given)	?
COCCNc1nc(Oc2cccc(NC(C)=O)c2)c2sc(-c3ccccc3)cc2n1	?
CC1(Oc2cccc(F)c2)CCN(Cc2csc3ccccc23)C1 (stereo not given)	?
O=C(C1CC12CCN(Cc1cccc3cccnc13)CC2)N1CCN(Cc2cccs2)CC1 (stereo not given)	1.64µM*
CC1(C)CN(CCc2ccccc2)C(=O)[C@H]1CC(=O)Nc1ccc(Br)cc1	-10.9%
(continued)
SMILES	TDP1 cell CPT
CCOC1=C2[C@H](c3ccccc3)N(S(=O)(=O)c3ccccc3)C[C@H]2n2c(=O)n(-c3ccccc3)c(=O)n2C1	-28.5%
COc1ccc(NC(=O)N(C)C[C@@H]2OCc3cnnn3CCCC(=O)N([C@H](C)CO)C[C@H]2C)cc1	8.3%
COC(=O)[C@]12CCCCC=C1N(Cc1ccccc1)C(=O)[C@H](CC(=O)NCc1ccc(C)o1)C2	-20.0%
O=C(NCc1ccccc1)C(c1cccc2ccccc12)n1c(=O)c(-c2ccccc2)nc2ccccc21 (stereo not given)	13µM*
C=CCNc1nc2cc(-c3ccccc3C)sc2c(=O)n1C	14.6µM*
CCCCNC(=O)c1sc2ncnc(NCC3CCCO3)c2c1C (stereo not given)	19.9%[9.04 µM]
COc1ccc(CN2C(=O)C(CC(=O)NC3CCCCC3)CC(C(=O)N3CCOCC3)=C2C)cc1 (stereo not given)	-10.3%
CC1(C(=O)Nc2cccc(OC(F)(F)F)c2)Cc2c(-c3ccc4c(c3)OCO4)ccnc2O1 (stereo not given)	20.6µM*
CC1(C(=O)NS(=O)(=O)c2ccc(Cl)s2)CCN1C(=O)C1(c2ccc(Cl)cc2)CCC1 (stereo not given)	-4.1%
OC(c1ccccc1)c1ncc(-c2ccc(C(F)(F)F)cc2)[nH]1 (stereo not given)	?
CCOC(=O)c1c(C)[nH]c(C(=O)N(C)CC(=O)Nc2ccc(OCC)c(OCC)c2)c1C	-17.1%
CC(C)(C(=O)N1CCC1(C)C(=O)NS(=O)(=O)c1cccc(Cl)c1)c1ccccc1 (stereo not given)	-3.1%
C[C@@H]1CN([C@@H](C)CO)C(=O)c2cc(Br)cnc2O[C@@H]1CN(C)S(C)(=O)=O	-8.8%
CCc1ccc(S(=O)(=O)NCc2nc(N3CCCC3)c3cccc(C)c3n2)cc1	7.1%[9.04 µM]
C=CC[N+]1([C@H]2C[C@H]3[C@@H]4CC[C@H]5C[C@H](OC(C)=O)[C@@H](N6CCCCC6)C[C@]5(C)[C@H]4CC[C@]3(C)[C@H]2OC(=O)CC)CCCCC1	-4.5%
COc1ccc(-c2csc(C(NC(C)=O)c3cccc(F)c3)n2)cc1 (stereo not given)	?
Cc1c(C(=O)N(C)C2CCOC2)cnn1-c1ncc2c(n1)-c1ccccc1CCC2 (stereo not given)	4.1%[9.04 µM]
O=C(C1CCCCC1)N1C[C@@H](n2cc(C3CC3)nn2)[C@H](O)C[C@@H]1c1ccc(Cl)cc1	-23.7%
Cc1ccc(C)c(OCC(=O)OCc2csc(CC(=O)Nc3ccccc3C)n2)c1	-5.7%
CSc1ncccc1C(=O)N1CCc2nnc(C(NC(=O)c3ccoc3)C(C)C)n2CC1 (stereo not given)	-0.2%
CC(=O)Nc1cccc(NC(=O)C2CCCO2)c1 (stereo not given)	-0.8%
CN1CCN(C2CN(Cc3ccc([N+](=O)[O-])cc3)S(=O)(=O)C2)CC1 (stereo not given)	3.6%
COc1ccc(CN2C(=O)CN(S(C)(=O)=O)CC2(C)C(=O)NCc2ccccc2)cc1OC (stereo not given)	27.4%
Cc1sc2nc(-c3ccccc3F)oc(=O)c2c1C	3.7%
FC(F)(F)c1ccccc1Cc1c(-c2cccc(Br)c2)nc2c3ccccc3ccn12	-16.1%

Among those listed so far, these have an aryl thioether with sulfur outside any ring:
SMILES	TDP1 cell CPT
CO/N=C(\C(=O)N[C@@H]1C(=O)N2C(C(=O)O)=C(CSc3nc(C)c(CC(=O)O)s3)CS[C@H]12)c1csc(N)n1	4.8%
Nc1cc(N)nc(SCc2ccccc2Cl)n1	-23.2%
O=C(O)c1ccc(CSc2nc3c(c(=O)[nH]2)CCC3)cc1	-15.8%
CSc1ncccc1C(=O)N1CCc2nnc(C(NC(=O)c3ccoc3)C(C)C)n2CC1 (stereo not given)	-0.2%

The listing picks up, starting four compounds before the break.
SMILES	TDP1 cell CPT
CN1CCN(C2CN(Cc3ccc([N+](=O)[O-])cc3)S(=O)(=O)C2)CC1 (stereo not given)	3.6%
COc1ccc(CN2C(=O)CN(S(C)(=O)=O)CC2(C)C(=O)NCc2ccccc2)cc1OC (stereo not given)	27.4%
Cc1sc2nc(-c3ccccc3F)oc(=O)c2c1C	3.7%
FC(F)(F)c1ccccc1Cc1c(-c2cccc(Br)c2)nc2c3ccccc3ccn12	-16.1%
Cc1cc(O)ccc1-c1ccc2nncn2c1	16.4µM*
CCCCC[C@@H](C)N1C[C@H](COCc2ccccc2)Oc2cc(N3CC[C@H](N(C)C)C3)ccc2S1(=O)=O	?
COc1cccc(CN2CCC2(C)C(=O)Nc2cccc(NS(C)(=O)=O)c2)c1OC (stereo not given)	18.4µM*
C(=C\c1ccccc1)/CN1CCN(C(c2ccccc2)c2nnnn2C2CCCC2)CC1 (stereo not given)	18.4µM*
COc1ccccc1C1CN(Cc2ccc(Sc3nncn3C)o2)Cc2ccccc2O1 (stereo not given)	-10.5%[9.04 µM]
CC(C)(CO)CN1CCC(n2nccc2NC(=O)C2CCOC2)CC1 (stereo not given)	-3.5%
COc1cccc(-c2cc3nc(NCCN4CCCC4)n(C)c(=O)c3s2)c1	?
CN(C)CCOC1=Cc2ccccc2Sc2ccc(Cl)cc21	?
COc1ccc(CN2CCCC(Cn3cc(C(=O)N4CCCC4)nn3)C2)c(O)c1 (stereo not given)	1.1%
CC(C)C1Cc2[nH]c(=S)[nH]c(=O)c2C(c2ccc(F)cc2)O1 (stereo not given)	17.6%
C=CCN(CC=C)Cc1cc(=O)oc2cc(OC)c(Cl)cc12	-21.3%
COc1ccc(Br)cc1CNC(=O)C1CCCN(S(=O)(=O)N2CCC(C)CC2)C1 (stereo not given)	?
Cc1ccc(S(=O)(=O)N(C)C[C@@H]2OCCCC[C@@H](C)Oc3ccc(NS(=O)(=O)c4c(C)noc4C)cc3C(=O)N([C@H](C)CO)C[C@@H]2C)cc1	16.4µM*
CCOC(=O)[C@]12CCC=C1N(Cc1cccc3ccccc13)C(=O)[C@H](CC(=O)NCc1cccc(C(F)(F)F)c1)C2	?
CC(C)N(C(=O)Cn1cc(S(=O)(=O)CC(=O)NCCc2ccccc2)c2ccccc21)C(C)C	?
COCCCNC(=O)c1ccc2nc([C@@H]3O[C@H](CO)[C@H](O)[C@H](O)[C@H]3O)[nH]c2c1	-13.0%
CCCCc1c(-c2ccc(F)cc2)ncn1CCc1ccccc1OC	?
Cc1cccc(C)c1-n1nnnc1C1(C)CCC(=O)N1CCCN1CCOCC1 (stereo not given)	-5.6%
Cc1ccc(S(=O)(=O)N[C@H]2CCC[C@@H]2O)cc1	23.7%
COCCNC(=O)C1(C)CCCN(C(=O)c2cc(F)ccc2C)C1 (stereo not given)	-1.8%
CCCS(=O)(=O)NC(=O)C1(C)CCCN(C(=O)c2ccc3c(c2)OCO3)C1 (stereo not given)	?
O=C(C[C@H]1C=C[C@H](NC(=O)c2ccccn2)[C@@H](CO)O1)NCc1cc(F)cc(F)c1	-24.3%
O=C(CCN1CCCCO1)NC1CCCc2c1cnn2-c1ccc(F)cc1F (stereo not given)	?
C=CCOC(=O)COc1ccc2c3c(c(=O)oc2c1)CCCC3	-7.1%
Cc1cccnc1C(NC(=O)C1CCN(Cc2ccc(Oc3ccccc3)cc2)CC1)c1ccccc1 (stereo not given)	14.6µM*
